High-throughput results deposited in PubChem by several laboratories.
hgDAF12 agonist: H. glycines DAF-12 receptor agonists, primary screen, cell-based, luminescence, HEK293, GAL4 fusion, UAS-luciferase. Nuclear hormone receptor DAF-12 (Heterodera glycines), GAL4 fusion. 1.8% of 370,000 active. activation, % at 6.8 µM. HEK293 GAL4-hgDAF12 UAS-luciferase reporter, agonist luminescence; normalized to butyrate control;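 active means activation above a cutoff set at the mean of all screened compounds plus 3 SD, cut at about 10% in these data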;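 further: 0% = DMSO wells and 100% = sodium butyrate wells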
NPR2 activator: human GC-B receptor activators, primary screen, HEK293 GC-B cells, cGMP TR-FRET, EC30 CNP; Atrial natriuretic peptide receptor 2 (Homo sapiens), P20594; 0% at EC30 CNP, 100% saturating CNP; activation, % at 10 µM; 0.11% of 370,000 active; AID 1920062, 2024;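 active means activation at 10 µM reaching about 35% in either raw or pattern-adjusted values, limit read from the data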
DAX1 inh-1: DAX1 (NR0B1) inhibitors on StAR promoter, primary screen, cell-based, luminescence, SF-1 (NR5A1), full-length DAX-1; AID 652010, 2013; inhibition, % at 6.8 µM; HEK293T StAR-luciferase reporter, SF-1/DAX-1 repression relief; 1.1% of 370,000 active;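 active means inhibition above the mean over all tested compounds plus 3 SD, cut at about 3.6% in these data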;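 further: 0% = DAX-1 cells with DMSO and 100% = cells lacking DAX-1 with DMSO; higher inhibition means more luminescence from relief of DAX-1 repression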
HGIII-sPLA2 inh: human group III sPLA2 inhibitors, primary screen, biochemical, QFRET, BODIPY PC-A2 liposome substrate; QFRET BODIPY PC-A2 liposome hydrolysis, fluorescence; inhibition, % at 12.2 µM; 0.56% of 370,000 active;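 active means inhibition above mean plus 3 SD of compounds lying within the high and low control bounds, cut at about 19% in these data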;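 further: 0% = median of test compound wells and 100% = no enzyme DMSO wells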
GAA850 FXN act: FXN promoter activators, primary screen, cell-based, luciferase luminescence, HEK293 lucGAA850. activation, % at 6 µM. AID 540364, 2011. HEK293 lucGAA850 FXN promoter luciferase reporter, 24 h; percent of 10 µM SAHA response. 0.56% of 360,000 active;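 active means activation above the average of all compounds screened plus 3 SD, cutoff fixed separately per campaign, cut at about 7.5% in these data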;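 further: 0% = DMSO wells and 100% = 10 µM SAHA wells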
proKLK7 act: proKLK7 zymogen activators, primary screen, biochemical, fluorescence intensity; AID 652039, 2013; Kallikrein-7 (Homo sapiens), P49862; 0.9% of 370,000 active; purified proKLK7, EDANS-DABCYL substrate fluorescence; 100% is mature enzyme control, 0% vehicle; activation, % at 7 µM;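 active means activation above the mean of all tested compounds plus 3 SD, computed per campaign excluding outliers beyond control limits, cut at about 13% in these data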
DAX1 inh-2: DAX1 (NR0B1) inhibitors, primary screen, cell-based, HEK293, Gal4-DAX1, luciferase luminescence; inhibition, % at 6.75 µM; 0.99% of 340,000 active; AID 504766, 2011; HEK293 Gal4-DAX1 luciferase reporter;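 active means inhibition above the mean over all tested compounds plus 3 SD, cut at about 4.2% in these data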;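 further: 0% = DAX1-transfected cells with DMSO and 100% = empty-vector control cells with DMSO; inhibition shows as a rise in luminescence from relieved DAX1 repression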
SMARCA2 act: SMARCA2 (BRM) function activators, primary screen, cell-based, luminescence, high throughput; MG213 cells, MMTV-luciferase reporter, dexamethasone, overnight; activation, % at 9.1 µM; 1% of 370,000 active; AID 652017, 2013; in the data active means activation above about 7.8%;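 further: 0% = vehicle wells and 100% = reference activator wells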
ssDAF12 agonist: S. stercoralis DAF-12 nuclear receptor activators, primary screen, cell-based, luminescence, HEK293, GRIP1 co-expression, lit1-tk-luc. HEK293 ssDAF-12/GRIP1 lit1-tk-luc reporter; % of 3 µM dafachronic acid response. activation, % at 6.8 µM. 1% of 370,000 active. AID 652126, 2013;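 active means activation above the mean over all tested compounds plus 3 SD, cut at about 0.9% in these data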;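 further: 0% = DMSO-only wells and 100% = 3 µM delta7-dafachronic acid wells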
hcDAF-12 act: H. contortus DAF-12 nuclear receptor activators, primary screen, cell-based, luminescence, HEK293, lit1-tk-luc reporter; 1.4% of 370,000 active; HEK293 hcDAF-12 lit1-tk-luc reporter; 0% DMSO, 100% Δ7-dafachronic acid; activation, % at 6.8 µM;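 active means activation above the mean of all tested compounds plus 3 SD, cut at about 5.5% in these data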;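 further: 100% = response to 3 µM Δ7-dafachronic acid high control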
NPR1 activator: GC-A stimulated cGMP production enhancers – HEK293 GC-A cells, cGMP TR-FRET, EC30 ANP, primary screen. AID 1671463, 2021. 0.14% of 370,000 active. 0% at EC30 ANP, 100% saturating ANP. Atrial natriuretic peptide receptor 1 (Homo sapiens), P16066. activation, % at 10 µM; in the data active means activation above about 40%
Target sequence (P16066 whole entry, looked up): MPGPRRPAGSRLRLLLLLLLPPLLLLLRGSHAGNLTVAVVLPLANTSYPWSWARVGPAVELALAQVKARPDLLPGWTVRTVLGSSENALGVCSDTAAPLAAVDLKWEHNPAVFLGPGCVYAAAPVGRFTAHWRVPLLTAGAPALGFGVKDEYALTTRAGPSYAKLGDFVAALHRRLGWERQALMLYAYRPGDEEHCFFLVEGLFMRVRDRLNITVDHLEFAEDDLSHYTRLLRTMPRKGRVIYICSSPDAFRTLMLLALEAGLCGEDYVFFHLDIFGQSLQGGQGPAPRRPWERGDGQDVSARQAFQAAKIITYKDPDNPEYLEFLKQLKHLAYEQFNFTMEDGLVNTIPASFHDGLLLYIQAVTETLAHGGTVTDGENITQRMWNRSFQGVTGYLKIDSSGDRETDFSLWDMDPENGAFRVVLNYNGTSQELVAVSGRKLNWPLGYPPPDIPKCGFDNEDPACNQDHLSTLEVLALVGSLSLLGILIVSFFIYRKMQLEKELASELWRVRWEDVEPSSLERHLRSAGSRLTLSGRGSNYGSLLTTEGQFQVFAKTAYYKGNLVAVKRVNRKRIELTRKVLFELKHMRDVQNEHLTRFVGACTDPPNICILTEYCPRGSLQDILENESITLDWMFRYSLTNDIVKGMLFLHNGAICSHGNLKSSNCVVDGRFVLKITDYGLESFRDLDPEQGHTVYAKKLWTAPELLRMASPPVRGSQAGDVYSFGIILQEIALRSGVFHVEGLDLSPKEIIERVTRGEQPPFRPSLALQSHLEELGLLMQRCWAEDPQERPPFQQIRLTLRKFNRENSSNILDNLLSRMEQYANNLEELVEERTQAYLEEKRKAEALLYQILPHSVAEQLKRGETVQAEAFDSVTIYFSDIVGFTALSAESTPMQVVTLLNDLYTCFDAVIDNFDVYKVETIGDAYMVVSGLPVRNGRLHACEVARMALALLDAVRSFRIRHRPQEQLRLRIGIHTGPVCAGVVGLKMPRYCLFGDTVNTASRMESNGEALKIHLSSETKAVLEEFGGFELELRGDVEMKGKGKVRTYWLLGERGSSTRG
An asterisk follows results filed as active; x = not tested or not shown.

SMILES | hgDAF12 agonist | NPR2 activator | DAX1 inh-1 | HGIII-sPLA2 inh | GAA850 FXN act | proKLK7 act | DAX1 inh-2 | SMARCA2 act | ssDAF12 agonist | hcDAF-12 act | NPR1 activator
COC(=O)c1cc(OCC(=O)NC2CCCc3ccccc32)cc(C(=O)OC)c1 (stereo unspecified) | 1.6 | -2.4 | 0.0 | -0.6 | 1.2 | 0.2 | 0.1 | -1.8 | -0.8 | -1.5 | -3.2
COc1ccc(NC(=O)CSc2nnc(NC(=O)c3ccccc3C(=O)O)s2)cc1 | 3.5 | -2.1 | -1.2 | 2.3 | 0.7 | -0.2 | -0.4 | -3.9 | -1.0 | -0.3 | 5.5
O=C(NC(=S)Nc1ccccc1N1CCCC1)c1ccco1 | 4.9 | -8.5 | -0.2 | 1.0 | 2.7 | 0.8 | x | -0.8 | 0.1 | 7.6* | -1.6
CCOc1ccc(/C=N/NC(=O)c2c(C)n(C)c3ccc(OC)cc23)cc1 | 3.5 | -3.2 | -1.0 | 0.9 | -3.9 | 0.6 | -0.6 | 1.4 | -1.5 | -0.5 | 0.5
N#CCCN(C(=O)CSc1ncccn1)c1ccc2c(c1)OCCO2 | -1.3 | -8.0 | 1.0 | 8.5 | 1.9 | -0.7 | -0.8 | -0.5 | -1.0 | -2.2 | 2.1
O=C(COC(=O)CNC(=O)c1cccc(OC(F)F)c1)NNC(=O)c1ccccc1 | -1.0 | 4.6 | 0.1 | 1.8 | -0.1 | 0.0 | 0.2 | 2.1 | -0.4 | -1.9 | -4.0
Clc1cc2c(c(CSc3nc4ccccc4n4cccc34)c1)OCOC2 | 3.7 | -1.6 | 0.3 | 4.4 | -0.8 | -0.6 | 1.4 | -2.1 | 0.1 | 5.3 | -7.5
CCCCc1nnc(NC(=O)C(=O)OCC)s1 | 2.3 | -0.7 | 1.0 | 6.1 | -1.7 | -0.1 | -0.2 | -3.0 | -0.9 | 0.1 | 2.0
CCOC(=O)C1=C(N)OC2=C(C(=O)CCC2)C1c1sccc1C (stereo unspecified) | 6.6 | -9.0 | -0.6 | -0.3 | 2.1 | -0.1 | -0.3 | 3.7 | -0.8 | -1.8 | -16.2
CCOC(=O)c1[nH]cnc1C(=O)Nc1cccc(OC)c1 | 2.4 | -7.5 | -0.4 | -7.2 | 1.0 | 0.3 | -1.2 | 6.0 | -0.8 | -1.5 | -1.1
N#CCCN(C(=O)COC(=O)c1ccc2c(c1)OCO2)c1ccccc1 | -0.8 | 4.1 | -0.9 | 2.6 | -0.8 | 0.5 | 1.5 | 0.6 | -0.6 | -1.6 | 1.8
Cc1cccc(C)c1NC(=O)COC(=O)c1ccc2c(c1)OCO2 | 1.5 | -3.7 | 0.1 | 0.5 | -0.1 | 0.8 | -0.1 | -1.7 | -0.8 | -1.5 | -4.2
O=C(CCNC(=O)c1ccc([N+](=O)[O-])cc1)Oc1ccc(F)c(F)c1 | 1.9 | -3.3 | -1.2 | -4.9 | -0.5 | -0.1 | 0.5 | 0.1 | -0.7 | 0.6 | 1.3
NC(=O)c1nc(C2CCCCC2)nc2c1[nH]c(=O)n2-c1ccc(F)cc1 | -0.7 | -8.1 | 1.1 | 3.5 | -0.3 | -4.4 | 0.3 | 4.9 | -1.7 | -0.1 | 1.0
COC(=O)c1cc(NC(=O)Cc2coc3cc(OC)ccc23)cc(C(=O)OC)c1 | -1.8 | -1.5 | -0.2 | -45.2 | -0.4 | 0.1 | 0.0 | -0.3 | -1.1 | -2.0 | -18.3
COc1ccc(-n2c(=O)c3c4c(sc3n3c(=S)[nH]nc23)COC(C(C)C)C4)cc1 (stereo unspecified) | 3.9 | -7.6 | 0.2 | -0.6 | 1.5 | 0.1 | x | 3.1 | -1.2 | 0.0 | -0.1
O=C1CCc2cc(NS(=O)(=O)c3ccccc3)cc3c2N1CCC3 | -1.3 | 6.2 | 0.5 | 2.8 | 1.7 | -0.4 | 0.6 | 4.0 | -1.2 | 1.1 | 0.8
COc1nn(-c2ccccc2)c(=O)c(Cl)c1Cl | -1.1 | 2.1 | -1.3 | 0.5 | 5.7 | 0.0 | -1.8 | -8.7 | -0.7 | -0.6 | 10.5
O=C(CCc1nnc(-c2ccc3c(c2)OCO3)o1)N1CCC(c2ccc(F)cc2)C1 (stereo unspecified) | 8.1 | -4.4 | 0.5 | -6.8 | 2.6 | 0.3 | 5.0* | 5.7 | 0.8 | 1.5 | -2.9
COC(=O)CN(c1cccc(OC)c1)S(C)(=O)=O | 1.1 | 3.4 | 0.3 | 0.7 | 1.7 | -0.2 | 0.9 | -1.6 | -1.4 | 2.1 | 1.3
Cc1ccc(C)c(-n2nnnc2SCC(=O)NCC2CCCO2)c1 (stereo unspecified) | -1.0 | 1.9 | -0.3 | -0.4 | 0.3 | 0.5 | 0.7 | 0.0 | -0.8 | -0.3 | 3.1
Cc1ccc(C(=O)Nn2cnc3ccccc3c2=O)cc1C | 8.9 | 4.0 | 1.2 | 0.0 | 4.5 | 0.4 | 1.5 | 5.5 | 0.7 | 4.9 | 4.5
O=C(NC(=S)NCC1CCCO1)c1ccc(Cl)cc1 (stereo unspecified) | 9.2 | 1.8 | 1.7 | 5.3 | 5.6 | -0.2 | 1.5 | 5.0 | -0.6 | 3.3 | -1.5
COc1ccc(N2CC(C(=O)Nc3ccc(S(=O)(=O)N4CCCCC4)cc3)CC2=O)cc1 (stereo unspecified) | -0.3 | 0.5 | -0.8 | -12.2 | 0.5 | 0.5 | 1.0 | -2.6 | -1.4 | -0.6 | 0.2
COc1ccc(NC(=O)C2CC(=O)N(Cc3ccco3)C2)cc1Cl (stereo unspecified) | -0.5 | 6.5 | 0.9 | 16.1 | 0.2 | 0.8 | 0.4 | -3.9 | -1.2 | -0.9 | 0.3
CN(C)S(=O)(=O)Oc1cccc(C(=O)Nc2ccc([N+](=O)[O-])cc2)c1 | 1.9 | 3.3 | -2.0 | -3.4 | 1.6 | -1.2 | -3.2 | -3.0 | -2.1 | -2.5 | 0.0
CC1CCCCN1CCCn1c(=S)[nH]c2ccccc2c1=O (stereo unspecified) | 0.1 | -1.2 | 0.0 | 9.8 | -2.2 | -0.2 | 0.7 | 0.1 | -1.7 | -1.5 | 0.7
Cc1cc(C)c2nncn2n1 | 0.3 | 2.4 | -0.5 | 1.7 | 1.3 | -0.3 | 3.6 | 1.5 | -0.7 | 0.2 | 2.8
COc1ccccc1OCCCCn1c(C(C)O)nc2ccccc21 (stereo unspecified) | -4.3 | 1.4 | -0.2 | 6.0 | 0.4 | -0.7 | -0.6 | -3.6 | -1.7 | 0.7 | -1.6
C[C@@H]1ON(C)[C@H]2C[C@H]3c4[nH]c5cccc(-c6ccc7c(c6)OCO7)c5c4CCN3C[C@@H]12 | -2.1 | -7.9 | 0.5 | -5.9 | x | 0.4 | x | -5.7 | -0.6 | -1.2 | 3.5
O=C(c1ccccc1)c1ccccn1 | -1.6 | 3.9 | -0.4 | 2.7 | 0.9 | -1.0 | 0.2 | 2.9 | -0.9 | 0.1 | -0.3
CN[C@H]1C[C@H]2c3[nH]c4c(-c5ccccc5)cccc4c3CCN2C(=O)[C@H]1[C@H](C)O | -0.6 | -14.6 | 0.1 | -0.8 | x | -2.1 | x | 1.1 | -0.5 | 0.8 | -7.9
O=C(COC(=O)c1ccccc1NC(=O)c1ccco1)NC1CCS(=O)(=O)C1 (stereo unspecified) | -0.2 | -1.4 | 1.2 | -3.8 | -0.3 | 0.4 | -0.9 | -0.2 | -0.9 | 1.0 | -1.2
Cc1noc(NS(=O)(=O)c2ccc(NC(=O)c3ccc(OC(C)C)cc3)cc2)c1C | 2.2 | -4.3 | 0.7 | -24.4 | 1.3 | 0.6 | 0.0 | -2.1 | -0.3 | -1.1 | 0.0
O=C(CCCCCn1c(SCC(=O)c2ccccc2)nc2ccccc2c1=O)NCc1ccco1 | 3.0 | 3.2 | -1.0 | -21.0 | -1.9 | 0.0 | -0.4 | -2.9 | -1.9 | -1.4 | 0.4
CCOc1ccc(C(=O)Nc2nc3ccccc3[nH]2)cc1OCC | -4.7 | 2.0 | -2.8 | -3.9 | 2.3 | -1.4 | -3.1 | -2.0 | -2.1 | -2.9 | 12.4
CC(=O)c1ccc(OCC(=O)N(C2CCCCC2)C2CCS(=O)(=O)C2)cc1 (stereo unspecified) | 1.1 | -1.2 | 0.2 | 7.4 | 1.3 | 0.5 | 0.6 | -1.4 | -0.6 | -0.7 | -0.4
CCc1c(C)nc2ncnn2c1NCCc1ccc(OC)cc1 | -5.9 | -0.2 | -3.5 | 1.8 | -7.0 | -0.1 | -4.4 | -5.5 | -3.2 | -3.9 | 5.6
COc1ccc([C@H]2CC(=O)C[C@@H](CCn3cc(-c4ccccn4)nn3)O2)cc1 | 1.4 | -1.8 | 1.1 | 8.5 | x | -0.5 | x | -5.2 | -0.7 | 1.4 | -3.3
Cc1ccc(/C=N/n2c(-c3ccccn3)n[nH]c2=S)o1 | -0.6 | -2.3 | 0.0 | -2.3 | 0.7 | 0.2 | 0.8 | -2.4 | -1.4 | -0.5 | -2.4
COCCNC(=O)CNS(=O)(=O)c1ccc2nc(C)sc2c1 | -1.1 | 1.7 | -0.2 | -1.5 | 1.1 | 0.0 | -0.7 | -4.0 | -1.6 | -0.7 | -0.4
Cc1cc(=O)n2[nH]c(COc3ccccc3)nc2n1 | 0.5 | -3.4 | 0.0 | 6.7 | -0.6 | 0.3 | 1.4 | 1.8 | -1.1 | 0.1 | 0.9
O=C(c1cccs1)N1CCN(CCc2ccccc2)CC1 | -2.1 | 0.1 | -0.6 | 0.5 | 1.0 | 0.3 | 1.1 | 1.0 | -1.3 | -0.4 | -0.1
C[C@@H]1Cn2cnc(C(=O)Nc3ccccc3)c2C(=O)N1 | 3.0 | -0.3 | -0.5 | -5.0 | -0.8 | 0.5 | 0.0 | -3.7 | -1.5 | -1.6 | -1.0
Cc1ccc(C(=O)NCCc2nnc3ccc(SCC(=O)Nc4ccccc4F)nn23)cc1 | 1.5 | -6.2 | 0.6 | 1.6 | 1.3 | 0.2 | 0.6 | -2.0 | -0.8 | -1.5 | -1.5
COc1ccc(N2CCCn3c2nc2c3c(=O)n(Cc3ccc(F)cc3)c(=O)n2C)c(OC)c1 | 1.5 | -1.3 | 0.5 | 1.6 | -2.9 | 0.2 | -0.6 | -0.7 | -0.9 | -0.6 | -0.7
